Screens as filed in PubChem.
GSK3 alpha inh: blocks human GSK-3 alpha kinase; ADP-Glo luminescence, 60 min; inhibition, % at 10 µM; 320,000 tested, 0.1% active;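 in the data active means inhibition above about 50%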;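 further: GST-tagged GSK-3 alpha with peptide substrate and 25 µM ATP; 0% = DMSO neutral wells and 100% = GW8510 positive control wells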
Target sequence (P49840 whole entry, looked up): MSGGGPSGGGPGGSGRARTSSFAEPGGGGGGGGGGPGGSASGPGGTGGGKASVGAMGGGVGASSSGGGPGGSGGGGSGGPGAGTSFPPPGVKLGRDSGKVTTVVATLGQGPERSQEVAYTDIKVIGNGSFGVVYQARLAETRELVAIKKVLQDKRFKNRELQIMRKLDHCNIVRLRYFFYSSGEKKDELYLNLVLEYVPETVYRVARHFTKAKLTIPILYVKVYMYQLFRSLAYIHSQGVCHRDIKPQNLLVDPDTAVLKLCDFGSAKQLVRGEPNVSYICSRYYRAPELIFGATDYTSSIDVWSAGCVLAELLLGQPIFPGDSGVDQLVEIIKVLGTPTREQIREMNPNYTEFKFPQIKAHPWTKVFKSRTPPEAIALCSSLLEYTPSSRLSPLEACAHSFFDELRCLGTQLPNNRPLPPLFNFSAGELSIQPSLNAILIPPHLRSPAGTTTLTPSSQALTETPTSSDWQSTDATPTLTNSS
HDAC3 inhib: blocks human histone deacetylase 3. O15379. recombinant HDAC3, fluorogenic peptide/trypsin coupled, fluorescence. inhibition, % at 8.3 µM. 320,000 tested, 0.15% active. AID 2718; in the data active means inhibition above about 26%, passing the limit was not always enough; inconclusive means no clear call, values can overlap the other calls
Target sequence (O15379 whole entry, looked up): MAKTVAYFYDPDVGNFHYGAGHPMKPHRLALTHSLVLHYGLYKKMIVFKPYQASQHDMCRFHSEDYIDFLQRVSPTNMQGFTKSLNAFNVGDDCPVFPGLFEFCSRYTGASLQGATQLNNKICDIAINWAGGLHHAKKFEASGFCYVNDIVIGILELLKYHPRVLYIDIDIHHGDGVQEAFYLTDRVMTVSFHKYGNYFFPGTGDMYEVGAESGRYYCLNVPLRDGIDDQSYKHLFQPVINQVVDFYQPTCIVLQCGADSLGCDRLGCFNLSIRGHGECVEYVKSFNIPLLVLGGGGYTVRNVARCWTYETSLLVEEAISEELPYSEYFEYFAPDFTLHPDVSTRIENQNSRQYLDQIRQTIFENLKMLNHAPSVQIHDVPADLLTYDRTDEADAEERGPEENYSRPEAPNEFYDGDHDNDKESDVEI
HSF1 activator: increases HSF-1 driven luciferase reporter signal; AID 504408; 300,000 tested, 1.7% active; NIH3T3-HGL HSF-1 luciferase reporter, MG132, 8 h; 100% = twice DMSO control signal; activation, % at 9 µM;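 active means mean replicate activation of at least 50% with a set share of replicates each reaching 50%; inconclusive means only one of those two conditions met; inactive means mean below 50% and too few replicates reaching it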;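 further: 0% = median of the neutral control wells and 100% = twice that signal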
HSP90 inh: HSP90 refolding inhibition in rabbit reticulocyte lysate; inhibition, % at 5.6 µM; luciferase refolding luminescence, 3 h; 290,000 tested, 0.91% active;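 active means inhibition above the screen-wide mean plus 3 SD, computed separately per campaign, cut at about 16% in these data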;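 further: 0% = DMSO wells and 100% = 60 µM geldanamycin wells; inhibitors lower the luminescence because luciferase stays unfolded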
PolyA inh: blocks polyadenylation in yeast reporter cells. S. cerevisiae SKY197-pL101 polyadenylation reporter, beta-gal luminescence; efflux-impaired pdr1/pdr3 knockout yeast; score 100 = 6 SD above DMSO. calls only at 12 µM. 300,000 tested, 0.02% active. AID 1875;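 active means lowest replicate activity score at least 50, where 100 means six control SD above control mean; inconclusive means lowest score under 50 but half or more replicates reach 50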;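 further: yeast exposed to compound for 9 h at 30 °C; higher score means more reporter readthrough which indicates perturbed polyadenylation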
DYRK1A inh: inhibitors of rat Dyrk1A kinase; ADP-Glo luminescence, NFATc1 peptide; 310,000 tested, 0.43% active; AID 504441; inhibition, % at 12.5 µM; Q63470; in the data active means inhibition above about 50%;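 further: plate controls were vehicle with enzyme for no effect and no enzyme for full effect; many of its hits are not listed in these tables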
AI-2 QS mod: modulates the Vibrio harveyi AI-2 quorum sensing system | activity change, % at 7.5 µM | 300,000 tested, 0.4% active | Vibrio harveyi JMH597 AI-2 luminescence/OD600 ratio, 9 h; active compounds read low; strain lacks LuxN and CqsS sensors; 0 = neutral-control median; in the data active means activity change below about -75%, passing the limit was not always enough; inconclusive means no clear call, values can overlap the other calls;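 further: luminescence divided by OD600 gain over 9 h not by final OD600 alone; inactives centre near 13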
Platelet DG rel: platelet dense granule release activity. human platelet-rich plasma, SFLLRN dense granule ATP release, luminescence. inhibition, %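 (compounds screened at 7.5 µM in platelet-rich plasma)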. 300,000 tested, 0.22% active;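 active means mean replicate score, as percent of positive control, at or above 50; inconclusive means mean below 50 but at least one replicate at or above 50; inactive means mean and every replicate below 50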
HSF1 inh: HSF1 inhibition | NIH3T3-HGL HSE-luciferase, MG132-induced, luminescence 8 h; active compounds read low | activity change, negative = inhibition, % at 7.5 µM (by protocol) | 300,000 tested, 0.77% active | AID 2098;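 active means more than half of replicate wells show activity change below -50%, luminescence cut by over half; inconclusive means some wells, but at most half, below -50%; inactive means no replicate well below -50%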;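 further: luciferase reports HSF-1 transcriptional activity via heat shock element; 0% = median of DMSO wells and -100% = zero luminescence signal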
GSK3B inh: human GSK3beta kinase inhibition; P49841; GST-GSK3beta kinase, ADP-Glo luminescence, 60 min; active compounds read low; activity score (negative = inhibition), % at 10 µM; 300,000 tested, 0.038% active;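 active means more than half of replicate wells score below -50%, meaning over 50% inhibition versus plate controls; inconclusive means some replicates but at most half score below -50%; inactive means no replicate scores below -50%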;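 further: 0% = median DMSO wells and -100% = median GW8510 positive control wells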
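Test system: GST-fused GSK3beta enzyme, cell-free | Quantity: 1.6 ng GST-GSK3beta enzyme per well | Reagent: 25 µM ATP with peptide substrate | Schedule: 60 min enzyme reaction, room temperature | Signal: Luminescent ADP-Glo measurement of ADP formed | Read-out basis: Score relative to plate controls | Control set: DMSO and 20 µM GW8510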
Active calls of the source: *; i = inactive; ? = inconclusive; nt = no result given. The list is partial. The share of hits here may be higher or lower than overall.

SMILES	GSK3 alpha inh	HDAC3 inhib	HSF1 activator	HSP90 inh	PolyA inh	DYRK1A inh	AI-2 QS mod	Platelet DG rel	HSF1 inh	GSK3B inh
CC1CCN(S(=O)(=O)c2cccc(C(=O)N(C)C3CCS(=O)(=O)C3)c2)CC1 (centres undefined)	2	nt	-3	-2	i	-1	19	0	-6	-4
CCOc1cccc(-c2c(C(=O)N/N=C/c3cccs3)nnn2-c2nonc2N)c1	-12	-1	7	0	i	nt	-29	-17	-4	6
C[N+]1(CC#CC(O)(c2ccccc2)c2ccccc2)CCCC1	3	-5	-4	-2	i	-2	7	-4	-3	-4
CCOc1ccccc1-c1nnc(CS(=O)(=O)c2ccccc2)o1	1	1	26	-1	i	11	nt	-4	0	nt
COc1ccc(C(=O)N/N=C/c2c(CO)cnc(C)c2O)cc1	1	-18	-5	1	i	0	65	-9	-4	2
CCNC(=O)c1cc(Br)ccc1Cl	-1	-7	-3	2	i	4	19	2	-6	2
Cc1cccc(N(C)C(=O)c2cc(S(=O)(=O)N3CCCC3)cn2C)c1	-1	1	-12	2	i	-4	14	6	-12	3
COC(=O)c1[nH]c2ccc(F)cc2c1NC(=O)C1=COCCO1	3	-2	4	2	i	16	28	-6	1	3
O=[N+]([O-])c1ccc(Cl)c(S(=O)(=O)NCC2CCCO2)c1 (centres undefined)	-3	-1	-3	5	i	-1	20	2	-6	5
CCOc1ccccc1NC(=S)NCCc1ccc(F)cc1	-1	-1	0	0	i	1	-3	2	1	-2

Some of these compounds in order of the HSF1 inh value, falling.
Structure | HSF1 inh
CCOc1ccccc1NC(=S)NCCc1ccc(F)cc1 | 1
CCOc1ccccc1-c1nnc(CS(=O)(=O)c2ccccc2)o1 | 0
CC1CCN(S(=O)(=O)c2cccc(C(=O)N(C)C3CCS(=O)(=O)C3)c2)CC1 (centres undefined) | -6

Later entries:
SMILES	GSK3 alpha inh	HDAC3 inhib	HSF1 activator	HSP90 inh	PolyA inh	DYRK1A inh	AI-2 QS mod	Platelet DG rel	HSF1 inh	GSK3B inh
O=C(Nc1cccc(NC(=O)c2ccc(Br)o2)c1)c1ccccc1	nt	nt	7	-2	i	2	11	0	2	2
Cc1cc(C)c2c(n1)SCC(=O)N2CC(=O)Nc1cc(F)ccc1F	2	0	19	0	i	1	32	-5	-1	1
COc1ccccc1Oc1coc2c(CN3CCN(C)CC3)c(O)ccc2c1=O	-2	-26	39	4	i	-5	8	1	4	-1
CCOC(=O)c1c(NC(=O)CSc2nnnn2-c2ccccc2)sc2c1CCC(C)C2 (centres undefined)	1	0	13	1	i	8	8	0	-1	1
N/C(=N\OC(=O)c1ccccc1F)c1cccc([N+](=O)[O-])c1	-1	-1	43	11	i	-1	-19	-8	22	-9
Fc1cnc(Cl)nc1N1CCN(c2ccccc2)CC1	0	-5	-8	0	i	-5	-2	-7	5	-6
CC1(c2nnc(Cc3ccccc3)o2)CC(c2c(Cl)cccc2Cl)=NO1 (centres undefined)	-6	1	2	nt	i	-2	26	1	-1	2
COC(=O)c1ccc(NC(=O)CCS(=O)(=O)c2ccc3c(c2)NC(=O)C(C)S3)cc1 (centres undefined)	1	-2	-8	-5	i	-1	3	18	-1	0
Clc1ccc(Cn2nnc(-c3ccc(CN4CCOCC4)cc3)n2)cc1	-1	1	3	1	i	3	4	-1	13	0
CCN(CC)S(=O)(=O)c1ccc(C(=O)Nc2c3c(nn2C(C)(C)C)CS(=O)(=O)C3)cc1	2	-4	-1	1	i	-1	15	-4	-2	-3
COc1ccc2oc(=O)c(C(=O)NCc3ccccn3)cc2c1	-1	-10	-11	2	i	18	-3	4	-13	-1
O=C(c1ccc(N2C(=O)c3ccccc3C2=O)cc1)N1CCCCC1	5	-1	-3	-2	i	4	-13	-9	2	0
Cc1cccc(NC(=O)c2ccc([N+](=O)[O-])o2)c1	1	nt	56*	8	i	7	?	23	48	-2
COC(=O)C1SCC2C(=O)N(Cc3ccc(F)cc3)CC(=O)N21 (centres undefined)	-2	-4	14	7	i	-6	24	-5	-6	1
O=C(NCCc1ccccc1)c1ccc2c(c1)N(Cc1ccccc1)CCS2	-2	4	82*	8	i	1	12	0	57	-1
O=c1cc(-c2ccccc2)nc2c(-c3ccccc3)c(C(F)(F)F)[nH]n12	1	-130	18	-4	i	nt	-17	-3	1	4
O=C(Nc1ccccc1)Nc1nnc(-c2ccccc2)s1	0	-2	31	-5	i	-2	-2	-1	7	-1
COc1ccccc1/C=N/NC(=O)c1cccc(NC(=O)c2ccccc2Cl)c1	1	-6	0	-2	i	6	27	1	2	1
COc1ccc(N(C(=O)Cc2cccs2)C(C(=O)NC2CCCC2)c2ccncc2)cc1OC (centres undefined)	-2	-5	0	-3	i	0	11	3	13	-2
Cc1[nH]c(=O)c(C#N)c(C)c1CSc1ncccn1	2	2	10	nt	i	5	19	50*	-4	3
COCCNC(=O)CSc1nc2sc(C)c(C)c2c(=O)n1-c1ccccc1	3	-2	19	-2	i	nt	25	0	1	-2
COc1ccc2[nH]c(C(=O)O)c(CCNC(=O)/C=C/c3ccc(O)c(OC)c3)c2c1	13	-7	-1	2	i	30	14	4	-1	-4
CCOC(=O)CNc1ncc(C(F)(F)F)cc1Cl	-1	8	-34	-3	i	-7	11	4	-22	0
COC(=O)C1(c2ccccc2)NC(c2cccs2)C2C(=O)N(C)C(=O)C21 (centres undefined)	-2	3	36	1	i	-6	6	2	4	-3
COP(=O)(OC)c1nc(-c2ccc([N+](=O)[O-])cc2)oc1N1CCCCC1	-1	2	4	-4	i	-3	17	-2	1	1
COc1cc(C)c(S(=O)(=O)Nc2ccccc2F)cc1C	0	-1	-2	3	i	4	-1	5	-1	-3
COc1ccc(CCNC(=O)CN(c2cccc([N+](=O)[O-])c2)S(C)(=O)=O)cc1	5	-3	-8	-3	i	0	1	9	-1	-1
COc1ccc(C(=O)NCC(=O)NCC(=O)OCc2ccc(Br)cc2)cc1	-1	-4	-10	1	i	-10	47	1	-5	2
CCCN1CCC(N(C)CCc2ccc(OC)c(OC)c2)CC1	-2	-7	5	9	i	5	3	-2	-7	-4
CCOC(=O)Cc1cc(=O)n2[nH]c(-c3ccc(Cl)cc3)cc2n1	-1	-1	-15	5	i	3	19	-6	-10	0

Profiles, looked up by structure.
COc1cc(C)c(S(=O)(=O)Nc2ccccc2F)cc1C is listed as GSK3 alpha inh = 0; HDAC3 inhib = -1; HSF1 activator = -2; HSP90 inh = 3; PolyA inh = i; DYRK1A inh = 4; AI-2 QS mod = -1; Platelet DG rel = 5; HSF1 inh = -1; GSK3B inh = -3
COP(=O)(OC)c1nc(-c2ccc([N+](=O)[O-])cc2)oc1N1CCCCC1 is listed as GSK3 alpha inh = -1; HDAC3 inhib = 2; HSF1 activator = 4; HSP90 inh = -4; PolyA inh = i; DYRK1A inh = -3; AI-2 QS mod = 17; Platelet DG rel = -2; HSF1 inh = 1; GSK3B inh = 1

(cont.)
SMILES	GSK3 alpha inh	HDAC3 inhib	HSF1 activator	HSP90 inh	PolyA inh	DYRK1A inh	AI-2 QS mod	Platelet DG rel	HSF1 inh	GSK3B inh
CCC(C)NC(=O)C1c2cc(OC)c(OC)cc2C(=O)N(C)C1c1cccs1 (centres undefined)	-5	0	24	-4	i	-9	13	1	5	2
Cc1cc(/C=C2/SC(=O)N(CC(=O)OC(C)C)C2=O)c(C)n1C	-4	1	33	1	i	1	28	-2	23	2
Cc1csc(SCC(=O)N2CCN(S(=O)(=O)c3ccc(Cl)cc3)CC2)n1	0	1	4	2	i	-4	21	-1	10	3
COc1ccc(C)cc1-n1c(SCC(=O)Nc2cc(C)on2)nc2sc(C)c(C)c2c1=O	5	5	15	-1	i	nt	11	-1	-1	-3
Cc1nnc(SCCN2C(=O)c3ccccc3C2=O)[nH]c1=O	-3	-2	-2	0	i	nt	9	7	-4	1
O=C(NC(=S)NNC(=O)[C@H]1C[C@@H]1c1ccccc1)c1cccc(F)c1	1	-2	-3	2	i	nt	?	12	-4	0
CCCNC(=S)N1CCC(C(=O)c2ccc(F)cc2)CC1	-2	-5	-41	4	i	2	7	12	-26	1
Cc1ccc(OCCN2CCCC2)cc1	-1	-10	-2	-1	i	1	20	1	0	2
CN(C)c1ccc(C(=O)c2ccc(N(C)C)c(N)c2)cc1N	-3	4	-12	-4	i	-6	-53	11	-3	-1
COc1ccc(C2C(C#N)=C(N)Oc3c2c(-c2ccccc2)nn3-c2ccccc2)c(OC)c1OC (centres undefined)	nt	nt	34	9	i	-8	34	1	16	-15

Retrieved one by one from the entries so far, 4 records:
SMILES	GSK3 alpha inh	HDAC3 inhib	HSF1 activator	HSP90 inh	PolyA inh	DYRK1A inh	AI-2 QS mod	Platelet DG rel	HSF1 inh	GSK3B inh
CN(C)c1ccc(C(=O)c2ccc(N(C)C)c(N)c2)cc1N	-3	4	-12	-4	i	-6	-53	11	-3	-1
COCCNC(=O)CSc1nc2sc(C)c(C)c2c(=O)n1-c1ccccc1	3	-2	19	-2	i	nt	25	0	1	-2
CCOc1ccccc1-c1nnc(CS(=O)(=O)c2ccccc2)o1	1	1	26	-1	i	11	nt	-4	0	nt
Cc1nnc(SCCN2C(=O)c3ccccc3C2=O)[nH]c1=O	-3	-2	-2	0	i	nt	9	7	-4	1

(next part)
SMILES	GSK3 alpha inh	HDAC3 inhib	HSF1 activator	HSP90 inh	PolyA inh	DYRK1A inh	AI-2 QS mod	Platelet DG rel	HSF1 inh	GSK3B inh
Cc1ccc(-n2c(SCC(=O)NCC3CCCO3)nc3ccccc3c2=O)cc1C (centres undefined)	-2	-13	11	nt	i	-9	24	16	-5	0
Cc1ccc(NC(=O)Cn2nc([N+](=O)[O-])c(Br)c2C)cc1C	-2	?	-4	-2	i	-1	28	4	4	1
CC(C)CCNC(=O)CCCOc1ccccc1	-3	9	5	1	i	5	34	2	2	0
c1ccc(-c2nc3ccccn3c2NC2CCCC2)nc1	-3	8	-3	1	i	2	67	0	-5	2
O=C(CCCc1nc2ccccc2s1)NCc1ccccc1	0	-3	1	1	i	4	2	-13	-1	0
Cc1ccc(C(C)NC(=O)C2CCCC2)cc1C (centres undefined)	-2	2	-6	1	i	-3	8	-3	-2	4
O=C1C(CCCNC(=S)NCc2ccccc2)NC(=S)N1Cc1ccccc1 (centres undefined)	-2	11	-5	2	i	-1	25	-2	0	0
COc1ccc(S(=O)(=O)NCC2CCCN(C(=O)c3ccccc3)C2)cc1 (centres undefined)	2	-2	-1	2	i	7	34	-6	3	4
O=C(NCc1ccccc1)c1ccc2c(c1)C(=O)N(Cc1ccncc1)C2=O	1	-11	-20	0	i	3	3	6	-1	0
